Screening data: PubChem, National Center for Advancing Translational Sciences (NCATS)
GRP78 ERSR act – qHTS for Inducers of the Endoplasmic Reticulum Stress Response (ERSR) in Human Glioma: qHTS | U87-MG GRP78 promoter luciferase reporter, 16 h | Potency, µM, without a hit: at the top dose activation, usual class: activators | 0.02% of 420,000 active | AID 602332, 2012; further: potency means the concentration at half of the fitted maximal effect; series mostly up to about 76 µM; % of control where 0% means no effect; nearly all actives have a fitted effect of over 35% in size
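Stably transfected U87-MG glioma cells carrying a GRP78-based luciferase sensor; 16 h compound incubation. Luminescence end-point read 10 min after Bright-Glo addition at room temperature.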
RXFP1 agonist – qHTS Assay for Agonists of the Relaxin Receptor RXFP1; HEK293T-RXFP1 cAMP TR-FRET, 30 min; response scale: percent of porcine relaxin response, buffer zero; 0.3% of 370,000 active; Potency, µM (top dose mostly 57.5 µM), for the others: at the highest dose activation, hits mostly activators; AID 2676, 2010; Relaxin receptor 1 (Homo sapiens), Q9HBX9; further: potency means the concentration at half of the fitted maximal effect; on the % scale 0 is the no-effect control and ±100 the full control effect; nearly all actives have a fitted effect of over 60% in size; many of its hits are not listed in these tables
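Agonist response is measured as cAMP accumulation in an RXFP1-transfected HEK293T line under PDE4 inhibition. Values are scaled between buffer-only and 29 nM porcine relaxin, and EC50s come from standard Hill equation fits.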
LDHA inh – qHTS assay for inhibitors of human lactate dehydrogenase | activity change, % (values are at about 110 or 230 µM) | purified LDHA, NADH/diaphorase-resazurin fluorescence; hits give low values | 0.15% of 480,000 active; in the data active means activity change below about -30%; inconclusive means mostly about -25% to -30%;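 further: plate controls were DMSO wells for no effect and wells without enzyme for full effect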
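Human LDH5 at 2 nM final in Tris HCl pH 7.4 with 0.06 mM NADH and 0.2 mM pyruvate, reacted 5 minutes at room temperature. Remaining NADH coupled via diaphorase/resazurin; resorufin fluorescence read at 0 and 20 minutes, normalized to enzyme-free and DMSO wells.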
Vif-A3F inh – qHTS for Inhibitors of Vif-A3F Interactions: qHTS | AID 602313, 2012 | Potency, µM (titrated, usually from 46.1 µM), for the others: at the highest dose activity, negative = active | HeLa A3F-eYFP + Vif (tagged APOBEC3F with the HIV-1 protein that degrades it), YFP fluorescence increase | 0.2% of 390,000 active; further: potency means the concentration at half of the fitted maximal effect; % of control where 0% means no effect; nearly all actives have a fitted effect of over 65% in size
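HeLa cells stably expressing Vif plus C-terminally eYFP-tagged A3F were seeded, incubated overnight at 37 deg C, dosed with compound, incubated overnight again at 37 deg C. Yellow fluorescence (Ex 488/Em 500-530) reported blocked Vif-mediated A3F-eYFP degradation.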
PI4K2A block – qHTS for small molecular inhibitors of PI4K2A; activity change, negative = inhibition, % at 76.9 µM; purified PI4K2A, ADP-Glo luminescence, 1 h; hits give low values; 0.13% of 420,000 active; Phosphatidylinositol 4-kinase type 2-alpha (Homo sapiens), Q9BTU6; in the data active means activity change below about -50%; inconclusive means mostly about -30% to -49%;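 further: -100% = wells without enzyme as full effect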
Target sequence (Q9BTU6 whole entry, looked up): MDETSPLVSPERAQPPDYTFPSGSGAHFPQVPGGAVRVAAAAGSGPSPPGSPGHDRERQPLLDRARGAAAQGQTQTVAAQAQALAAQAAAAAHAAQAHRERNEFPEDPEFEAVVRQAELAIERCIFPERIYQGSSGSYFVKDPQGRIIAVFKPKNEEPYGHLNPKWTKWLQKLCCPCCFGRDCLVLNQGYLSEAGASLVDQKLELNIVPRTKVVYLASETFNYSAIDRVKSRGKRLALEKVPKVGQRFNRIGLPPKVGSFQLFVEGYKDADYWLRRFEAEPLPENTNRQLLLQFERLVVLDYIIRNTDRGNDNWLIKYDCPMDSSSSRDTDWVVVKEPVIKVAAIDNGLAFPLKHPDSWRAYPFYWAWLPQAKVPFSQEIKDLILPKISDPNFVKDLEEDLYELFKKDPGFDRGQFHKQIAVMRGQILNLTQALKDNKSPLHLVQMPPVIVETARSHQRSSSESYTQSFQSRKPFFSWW
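PI4K2A activity was measured by ADP-Glo luminescence: enzyme (4 ug/mL stock) and phosphatidylinositol (1.2 mM stock) in Tris pH 7.5/MgCl2/EGTA/Triton X-100 buffer were reacted with ATP (300 microM stock) for one hour at ambient temperature.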
Vif-APOBEC3G blk – qHTS for Inhibitors of Vif-A3G Interactions: qHTS | HeLa A3G-eYFP + Vif (tagged APOBEC3G with the HIV-1 protein that degrades it), YFP fluorescence, overnight | 0.076% of 410,000 active | Potency, µM (highest dose often 46.1 µM), without a hit: at the highest dose activity, negative = active, actives largely listed as inhibitors | DNA dC->dU-editing enzyme APOBEC-3G (Homo sapiens), Q9HC16;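 further: potency means the concentration at half of the fitted maximal effect; on the % scale 0 is the no-effect control and ±100 the full control effect; nearly all actives have a fitted effect of over 60% in size; hits raise eYFP signal because A3G escapes Vif-driven loss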
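HeLa cells stably expressing Vif and C-terminally eYFP-tagged A3G, seeded overnight at 37 deg C, then exposed to compound by pintool overnight at 37 deg C. Rise in yellow fluorescence (Ex 488/Em 500-530, Acumen) marks blocked Vif-driven A3G degradation.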
USP1-UAF1 inh – Inhibitors of USP1/UAF1: Primary Screen | Ubiquitin carboxyl-terminal hydrolase 1 (Homo sapiens), O94782 | recombinant USP1/UAF1, Ub-Rhodamine cleavage fluorescence | Potency, µM (series often up to 57.1 µM), inactives show at the top dose activity change, negative = inhibition, actives largely listed as inhibitors | 0.23% of 390,000 active; further: potency means the concentration at half of the fitted maximal effect; on the % scale 0 is the no-effect control and ±100 the full control effect; nearly all actives have a fitted effect of over 60% in size; inactives centre near -12
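1 nM enzyme complex + cpd, 15 min RT; start with Ub-Rho 150nM final; kinetic fluorescence ex 480/em 540, 6 reads q60 s. Buffer 50mM HEPES pH 7.8, 0.5mM EDTA, 0.1 mg/ml BSA, 1mM TCEP, 0.01% Tween-20.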
mIDH1 inhibitor – qHTS for Inhibitors of mutant isocitrate dehydrogenase 1 (IDH1): qHTS; Isocitrate dehydrogenase [NADP] cytoplasmic (Homo sapiens), O75874; IDH1-R132H enzyme, NADPH consumption, diaphorase/resazurin fluorescence; Potency, µM (doses to about 76.6 µM), for the others: at the top dose activity change, negative = inhibition, actives largely listed as inhibitors; 0.093% of 390,000 active; further: potency means the concentration at half of the fitted maximal effect; on the % scale 0 is the no-effect control and ±100 the full control effect; nearly all actives have a fitted effect of over 65% in size
Target sequence (O75874 whole entry R132H, stated change not applied): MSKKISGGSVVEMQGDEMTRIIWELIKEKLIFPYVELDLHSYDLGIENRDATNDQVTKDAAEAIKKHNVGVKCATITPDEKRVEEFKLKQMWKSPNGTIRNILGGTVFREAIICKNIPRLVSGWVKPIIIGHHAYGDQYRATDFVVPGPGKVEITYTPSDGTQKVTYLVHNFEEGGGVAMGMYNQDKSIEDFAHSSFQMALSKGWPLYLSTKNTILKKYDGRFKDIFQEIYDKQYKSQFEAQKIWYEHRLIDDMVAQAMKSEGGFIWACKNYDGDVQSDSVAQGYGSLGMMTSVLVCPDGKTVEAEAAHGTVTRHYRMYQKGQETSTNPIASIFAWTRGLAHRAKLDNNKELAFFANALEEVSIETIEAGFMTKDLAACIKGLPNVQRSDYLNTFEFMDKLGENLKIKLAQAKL
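IDH1-R132H (0.5 ug/mL dispensed) in pH 7.5 Tris buffer was preincubated 30 min with compound, then given a substrate mix of 0.016 mM NADPH and 2 mM alpha-KG for 80 min at room temperature; remaining NADPH was read by diaphorase/resazurin fluorescence.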
TrxR1 substrate – qHTS Assay for Substrates of Mammalian Selenoprotein Thioredoxin Reductase 1 (TrxR1): qHTS | Thioredoxin reductase 1, cytoplasmic (Rattus norvegicus), O89049 | purified TrxR1 substrate turnover, NADPH consumption readout | Potency, µM (doses to about 114 µM), for inactives: at the highest dose activity change, negative = substrate turnover | 0.01% of 390,000 active; further: potency means the concentration at half of the fitted maximal effect; on the % scale 0 is the no-effect control and ±100 the full control effect; nearly all actives have a fitted effect of over 50% in size
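Rat TrxR1, dispensed at 90 nM, was prereduced with 400 uM NADPH (final) for 5 min at ~22 deg C, then incubated with compound 15 min before 400 uM selenite. A first-read NADPH fluorescence drop versus no-compound background flagged substrates.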
* = called active by the depositor; [ ] = another dose, or the depositor's remark. Unless noted, the call rests on the fitted dose curve; in most records, active means well fitted curve in the direction sought with a large enough effect; inconclusive means small, poorly fitted or top-dose-only effect, or another doubt; inactive means no such curve, though single readings can be large; an effect the other way counts as inactive or inconclusive.

Results for O=C(COc1ccccc1)OC(C(=O)c1ccccc1)c1ccccc1 (centres undefined) ?
GRP78 ERSR act: -5%; RXFP1 agonist: 0.9%; LDHA inh: -4; Vif-A3F inh: -11%; PI4K2A block: 4; Vif-APOBEC3G blk: -3%; USP1-UAF1 inh: -10%; mIDH1 inhibitor: 2%; TrxR1 substrate: -2%

How did Cc1ccc(C)c(OCC(O)CN2CCCCC2C)c1 (centres undefined) do in these assays?
GRP78 ERSR act: -4%; RXFP1 agonist: -0.3%; LDHA inh: -1; Vif-A3F inh: -1%; PI4K2A block: -1; Vif-APOBEC3G blk: 2%; USP1-UAF1 inh: -4%; mIDH1 inhibitor: 11%; TrxR1 substrate: -4%

Results for CCCn1nc(NC(=O)COC)c2cc3cccc(C)c3nc21 ?
GRP78 ERSR act: 4%; RXFP1 agonist: 0.0%; LDHA inh: 0; Vif-A3F inh: 0%; PI4K2A block: -2; Vif-APOBEC3G blk: 1%; USP1-UAF1 inh: -2%; mIDH1 inhibitor: 11%; TrxR1 substrate: 6%[2.29 µM]

How did COc1ccccc1-c1cnc(C(O)c2cccc(F)c2)[nH]1 (centres undefined) do in these assays?
GRP78 ERSR act: 0%; LDHA inh: 2; PI4K2A block: -1; Vif-APOBEC3G blk: 0%

What do the screens show for `CC(=O)c1nc2ccccc2n1CCc1ccccc1`?
GRP78 ERSR act: -4%; RXFP1 agonist: 0.4%; LDHA inh: -2; Vif-A3F inh: 3%; PI4K2A block: -4; Vif-APOBEC3G blk: -2%; USP1-UAF1 inh: -17%; mIDH1 inhibitor: -1%; TrxR1 substrate: -1%

Results for CCCCn1nc(C(=O)Nc2ccc(S(=O)(=O)Nc3ncccn3)cc2)c2ccccc2c1=O ?
GRP78 ERSR act: -9%; RXFP1 agonist: 0.8%; LDHA inh: -10; Vif-A3F inh: -17%; PI4K2A block: 2; Vif-APOBEC3G blk: -6%; USP1-UAF1 inh: -15%; mIDH1 inhibitor: 10%; TrxR1 substrate: 6%[57.1 µM]

What do the screens show for `CC(=O)Nc1nonc1-c1nnc(SCc2ccccc2Cl)n1C`?
GRP78 ERSR act: 1%; RXFP1 agonist: 0.4%; LDHA inh: 2; Vif-A3F inh: -6%; PI4K2A block: -1; Vif-APOBEC3G blk: 0%; USP1-UAF1 inh: 8%; mIDH1 inhibitor: 7%; TrxR1 substrate: 11%

Results for COCCNC(=O)C1(C)CCN(C(=O)c2cc(C)n(C(C)(C)C)n2)C1 (centres undefined) ?
GRP78 ERSR act: 4%; LDHA inh: -8; PI4K2A block: -5; Vif-APOBEC3G blk: 1%

What do the screens show for `COc1ccc(N2CC(C(=O)N3CCN(S(=O)(=O)c4ccc(F)c(F)c4)CC3)CC2=O)c(OC)c1` (centres undefined)?
GRP78 ERSR act: -2%; LDHA inh: -5; Vif-A3F inh: -6%; PI4K2A block: 0; Vif-APOBEC3G blk: 3%; USP1-UAF1 inh: -17%; mIDH1 inhibitor: 7%; TrxR1 substrate: 6%

How did CCCNC(=O)c1n[nH]c(=O)c2ccccc12 do in these assays?
GRP78 ERSR act: 0%; RXFP1 agonist: 0.1%; LDHA inh: -3; Vif-A3F inh: -1%; PI4K2A block: -4; Vif-APOBEC3G blk: 1%; USP1-UAF1 inh: -11%; mIDH1 inhibitor: 3%; TrxR1 substrate: 8%[57.1 µM]

Results for NC(=O)NC(=O)CSc1nc(-c2ccccc2)c(-c2ccccc2)n1CC1CCCO1 (centres undefined) ?
GRP78 ERSR act: -3%; RXFP1 agonist: 0.1%; LDHA inh: -6; Vif-A3F inh: -15%; PI4K2A block: -1; Vif-APOBEC3G blk: 4%; USP1-UAF1 inh: -18%; mIDH1 inhibitor: 7%; TrxR1 substrate: -4%

How did CC(=O)c1cccc(NC(=O)CCc2c(C)nc3c(c(C)nn3-c3ccccc3)c2C)c1 do in these assays?
GRP78 ERSR act: -4%; RXFP1 agonist: 0.3%; LDHA inh: -2; Vif-A3F inh: -2%; PI4K2A block: 1; Vif-APOBEC3G blk: -1%; USP1-UAF1 inh: -9%; mIDH1 inhibitor: -10%; TrxR1 substrate: 1%

How did O=C(CCCc1cccs1)Nc1nccs1 do in these assays?
GRP78 ERSR act: -1%; RXFP1 agonist: 0.5%; LDHA inh: -7; Vif-A3F inh: 1%; PI4K2A block: 4; Vif-APOBEC3G blk: 2%; USP1-UAF1 inh: -3%; mIDH1 inhibitor: 1%; TrxR1 substrate: 2%

How did Cc1cc(Cl)ccc1OCC(=O)NCCCCc1ccccc1 do in these assays?
GRP78 ERSR act: -3%; RXFP1 agonist: 2.7%; LDHA inh: 2; Vif-A3F inh: -1%; PI4K2A block: 1; Vif-APOBEC3G blk: 1%; USP1-UAF1 inh: -19%; mIDH1 inhibitor: 5%; TrxR1 substrate: -12%

Results for CC(=O)COc1ccc2c3c(c(=O)oc2c1)CCCC3 ?
GRP78 ERSR act: 2%; RXFP1 agonist: 4.8%; LDHA inh: 0; Vif-A3F inh: -1%; PI4K2A block: 2; Vif-APOBEC3G blk: 1%; USP1-UAF1 inh: -15%; mIDH1 inhibitor: 7%; TrxR1 substrate: 137%[activator]

Results for Cc1ccc(-c2nc3ccccn3c2Nc2ccc3c(c2)OCO3)o1 ?
GRP78 ERSR act: -3%; RXFP1 agonist: 13%; LDHA inh: 6; Vif-A3F inh: -20%; PI4K2A block: -4; Vif-APOBEC3G blk: -4%; USP1-UAF1 inh: -17%; mIDH1 inhibitor: -19%; TrxR1 substrate: 47%[activator]

What do the screens show for `c1cc2[nH]c3ccncc3c2cn1`?
GRP78 ERSR act: -4%; LDHA inh: -3; Vif-A3F inh: 0%; PI4K2A block: -5; Vif-APOBEC3G blk: 2%; USP1-UAF1 inh: 2%; mIDH1 inhibitor: 1%

How did CCOC(=O)C1(Cc2ccc(OC)cc2)CCN(C(=O)[C@@H]2CCCN2C(C)=O)CC1 do in these assays?
GRP78 ERSR act: 4%; RXFP1 agonist: 0.5%; LDHA inh: -4; Vif-A3F inh: inconclusive; PI4K2A block: 9; Vif-APOBEC3G blk: -1%; USP1-UAF1 inh: -13%; mIDH1 inhibitor: 0%; TrxR1 substrate: 4%

What do the screens show for `CCOC(=O)N1CCC(NC(=O)c2cc3c(=O)n(C)c4ccccc4c3n2C)CC1`?
GRP78 ERSR act: -2%; RXFP1 agonist: 3.3%; LDHA inh: 1; Vif-A3F inh: -1%; PI4K2A block: 2; Vif-APOBEC3G blk: -4%; USP1-UAF1 inh: -19%; mIDH1 inhibitor: -3%; TrxR1 substrate: 9%[57.1 µM]

Results for CC(=O)Nc1ccc(S(=O)(=O)NCc2csc(-c3cccnc3)n2)cc1 ?
GRP78 ERSR act: 5%; RXFP1 agonist: 1.7%; LDHA inh: -2; Vif-A3F inh: 0%; PI4K2A block: 4; Vif-APOBEC3G blk: 0%; USP1-UAF1 inh: 5%; mIDH1 inhibitor: 1%; TrxR1 substrate: 12%

Results for COc1cccc(-c2nc(SCC(=O)N3CCc4ccccc43)c3c(=O)n(C)c(=O)n(C)c3n2)c1 ?
GRP78 ERSR act: -1%; RXFP1 agonist: 5.8%; LDHA inh: 0; Vif-A3F inh: -4%; PI4K2A block: -3; Vif-APOBEC3G blk: 3%; USP1-UAF1 inh: -10%; mIDH1 inhibitor: 0%; TrxR1 substrate: 2%[57.1 µM]

What do the screens show for `COc1ccccc1N(CC1CO1)S(=O)(=O)c1ccc(C)cc1` (centres undefined)?
GRP78 ERSR act: 1%; RXFP1 agonist: -3.8%; LDHA inh: -7; Vif-A3F inh: 1%; PI4K2A block: 2; Vif-APOBEC3G blk: -1%; USP1-UAF1 inh: 9%; mIDH1 inhibitor: 4%; TrxR1 substrate: 6%

Results for Cc1nn(-c2ccccc2)c2sc(C(=O)c3c(N)n(C)c(=O)n(C)c3=O)cc12 ?
GRP78 ERSR act: -4%; RXFP1 agonist: inconclusive; LDHA inh: 4; Vif-A3F inh: -1%; PI4K2A block: 3; Vif-APOBEC3G blk: -7%; USP1-UAF1 inh: -23%; mIDH1 inhibitor: -2%; TrxR1 substrate: -1%

Only part of the results is shown; count on the stated rates, not on these rows.
